PERK inhibitor: block of dimerizer-induced PERK translation repression, primary screen, PERK inhibitor project, CHO PERK-DD cells, SEAP luminescence, HTS. inhibition, % at 5.6 µM. CHO PERK-DD fusion, SEAP luminescence translation reporter. actives 0.17% (n = 220,000);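 active means inhibition above the mean inhibition of all tested compounds plus 3 SD, set separately per screening campaign, cut at about 2.9% in these data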;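 further: PERK kinase domain activated by AP20187 dimerizer at 100 nM; 0% = DMSO with dimerizer and 100% = rapamycin at 8.4 µM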
zVAD death inh: inhibitors of zVAD-triggered necroptosis, primary screen, L929 cells. L929 zVAD necroptosis rescue, ATP luminescence, 24 h; with zVAD 60 µM. viability rescue, % at 10 µM. actives 0.38% (n = 220,000);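 active means activation, scaled between plate controls, above about 75%, limit read from the data; inactive means activation under that limit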;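 further: 0% = zVAD with DMSO and 100% = DMSO alone without zVAD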
KCC2 mod: KCC2 cotransporter modulators, thallium flux, primary screen, cell-based, HEK293 KCC2, FluoZin-2 fluorescence, MLSMR; KCC2 cells, thallium flux FluoZin-2 fluorescence; B-score of Tl+ flux slope (higher = more flux/activation; lower = inhibition) at 10 µM; actives 2.2% (n = 190,000); AID 1456, 2008;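 active means thallium flux slope and its plate-corrected score both differing from the plate sample mean at a set confidence after two filtering rounds, in either direction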;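 further: slope of fluorescence scaled to starting intensity during 10 to 20 s after thallium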
EBV gp42 block: Epstein-Barr virus gp42 inhibitors, primary screen, biochemical, uHTS, fluorescence polarization; Glycoprotein 42 (Epstein-Barr virus (strain AG876)), Q1HVG2; Fluorescence polarization binding assay, mP read-out; inhibition, % (tested at 21.74 µM); actives 0.42% (n = 220,000); AID 1085, 2008; in the data active means inhibition above about 50%
Target sequence (Q1HVG2 whole entry, looked up): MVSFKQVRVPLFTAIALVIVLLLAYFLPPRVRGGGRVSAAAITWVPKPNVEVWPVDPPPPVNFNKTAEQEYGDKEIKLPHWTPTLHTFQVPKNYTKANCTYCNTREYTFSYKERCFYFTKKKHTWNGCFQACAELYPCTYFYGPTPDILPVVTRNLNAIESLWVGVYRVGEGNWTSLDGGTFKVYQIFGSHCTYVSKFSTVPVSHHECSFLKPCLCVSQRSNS
Rad51 HR inh: human RAD51 strand exchange inhibitors, primary screen, biochemical, fluorescence; DNA repair protein RAD51 homolog 1 (Homo sapiens), Q06609; hRad51 DNA strand exchange, fluorescence dequenching; inhibition, % at 10 µM; actives 0.085% (n = 200,000); AID 1385, 2008;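 active means inhibition above 40% at the single screening dose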;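 further: 0% = DMSO control wells and 100% = blanks with heterologous ssDNA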
Target sequence (Q06609 whole entry, looked up): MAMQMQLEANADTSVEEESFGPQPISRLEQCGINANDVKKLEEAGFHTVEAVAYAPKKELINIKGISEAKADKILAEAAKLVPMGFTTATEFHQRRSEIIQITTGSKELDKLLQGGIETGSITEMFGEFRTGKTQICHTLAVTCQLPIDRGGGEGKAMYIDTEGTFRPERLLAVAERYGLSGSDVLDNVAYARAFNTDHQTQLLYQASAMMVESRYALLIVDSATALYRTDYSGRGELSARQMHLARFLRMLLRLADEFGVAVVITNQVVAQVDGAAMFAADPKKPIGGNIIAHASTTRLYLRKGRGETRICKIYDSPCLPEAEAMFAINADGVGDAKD
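System: hRad51 filaments on single-stranded DNA; reagent: Fluorescein- and BHQ1-tagged 47-mer duplex; compound dosing: one concentration, 10 µM final; timing: filaments 15 min 37 °C, then compound 30 min; measured by: fluorescein emission 520 nm, excitation 485 nm; benchmarks: per-plate controls and blanks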
Mdm2 ligase inh: MDM2-luciferase reporter signal enhancers, primary screen, MDM2 E3 ligase inhibitor project, cell-based, luminescence, 1536-well. actives 0.11% (n = 210,000). cell-based MDM2 ubiquitination luciferase reporter, 2 h; 0 = plate control, 100 = twice control, blank-subtracted. signal enhancement, % at 5 µM. AID 1230, 2008. E3 ubiquitin-protein ligase Mdm2 (Homo sapiens), Q00987;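 active means signal enhancement of 30% or more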;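 further: luminescence tracks abundance of the self-degrading MDM2-luciferase fusion protein; higher signal means inhibition of MDM2 E3 ligase activity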
Target sequence (Q00987 whole entry, looked up, the tested form may be a part): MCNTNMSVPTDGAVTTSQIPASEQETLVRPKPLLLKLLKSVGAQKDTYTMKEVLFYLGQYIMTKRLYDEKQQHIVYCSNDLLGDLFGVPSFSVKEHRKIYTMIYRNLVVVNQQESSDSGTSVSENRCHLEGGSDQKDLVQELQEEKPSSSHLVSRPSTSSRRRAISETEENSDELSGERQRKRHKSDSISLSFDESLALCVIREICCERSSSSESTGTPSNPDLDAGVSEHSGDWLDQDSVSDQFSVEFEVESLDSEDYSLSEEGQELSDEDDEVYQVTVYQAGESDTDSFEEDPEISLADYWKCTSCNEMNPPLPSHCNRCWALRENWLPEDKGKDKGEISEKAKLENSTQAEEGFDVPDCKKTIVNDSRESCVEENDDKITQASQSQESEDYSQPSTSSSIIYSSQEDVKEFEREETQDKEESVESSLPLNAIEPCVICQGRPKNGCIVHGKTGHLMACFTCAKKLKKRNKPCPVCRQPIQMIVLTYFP
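Timing – 2 h compound exposure at 37 °C · Assay system – mammalian cells stably expressing self-ubiquitinating, self-degrading MDM2 E3–luciferase fusion · Amount – 2000 cells seeded into each well · Measure – % luminescence enhancement versus blank-corrected plate control mean · Measured by – SteadyLite luminescence, 15 min reagent step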
TNF death inh: inhibitors of TNF-alpha triggered necroptosis, primary screen, cell-based, Jurkat FADD-/-, single concentration. Jurkat FADD-/- TNF necroptosis rescue, ATP luminescence, 24 h; 0 = TNF only, 100 = no-TNF cells. activation (protection from cell death), % at 10 µM. actives 0.068% (n = 220,000). AID 463075, 2010;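 active means activation, meaning protection from cell death, of at least 50% relative to plate controls; inactive means activation below 50%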;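 further: necroptosis triggered by 40 ng/mL TNF-alpha added together with compound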
m-calpain inh: inhibitors of pig calpain II, primary screen, biochemical, fluorogenic peptide substrate, 1536-well. inhibition, % at 16 µM. actives 0.37% (n = 220,000). purified calpain II, 30 min. AID 1236, 2008;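 active means inhibition above about 50%, limit read from the data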
eIF4E-4G inh: eIF4E–eIF4G protein interaction inhibitors, primary screen, biochemical, uHTS, TR-FRET, eIF4GI fragment; Eukaryotic translation initiation factor 4E (Mus musculus) + Eukaryotic translation …; TR-FRET eIF4E-eIF4GI(517-606) binding, 2 h; inhibition, % at 21.7 µM; actives 0.37% (n = 220,000); AID 782, 2007;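 active means inhibition above about 30%, limit read from the data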;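 further: 0% = full FRET control wells and 100% = background wells lacking eIF4GI fragment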
Starred values were filed as active, the others as inactive; i = inactive; . = no result given; [ ] = dose if it differs, or a comment.

SMILES	PERK inhibitor	zVAD death inh	KCC2 mod	EBV gp42 block	Rad51 HR inh	Mdm2 ligase inh	TNF death inh	m-calpain inh	eIF4E-4G inh
Cc1cccc(C2CC(c3ccc(Br)cc3)Nc3nc(N)nn32)c1 (stereo unspecified)	0.1	0.5	.	-13	-4	-16	0.9	-31	-1
Oc1ccc2ccccc2c1C=Nc1cc(C(F)(F)F)ccc1N1CCCC1	0.8	0.5	.	-8	-11	2	-14	-13	0
COC(=O)c1ccc2c(=O)n(Cc3ccc4c(c3)OCO4)c(SCC(=O)N3CCCC3)nc2c1	-1.6	-0.8	0.97	-4	8	-1	0.1	-18	-4
CC1=C(C(=O)OC2CCCCC2)C(c2ccco2)n2ncnc2N1 (stereo unspecified)	.	0.7	-1.5	-35	-1	2	-1.7	-7	-2
CCOC(=O)NC(=O)C(=CNc1cccc(OC)c1)C(=O)NC(=O)OCC	0.7	0.2	-0.26	-10	21	0	-0.9	-8	0
CC(=O)N=c1sc2cc(C)ccc2n1C	1.4	-0.7	-0.57	-11	-1	-13	-1.8	-20	3[fluorescence artefact?]
Cc1nc(NC(=O)COc2ccc(Cl)cc2)sc1C(=O)N(C)C	0.6	1.9	-0.012	-15	5	0	2.0	-3	0
Cc1cc2cc3c(N)[nH]nc3nc2cc1C	0.8	0.1	-0.1	-23	4	-9	-11	-17	2
CC(C)(C)C(=O)OCc1nc(-c2ccc(C(F)(F)F)cc2)cs1	1.3	0.7	0.58	-3	7	-18	4.4	14	-3
O=C(NC1CCCCC1)NC1CC2CCC(C1)N2C(=O)NC1CCCCC1 (stereo unspecified)	-0.5	3.8	0.013	12	4	-14	0.2	26	2
COCCCn1c(=O)cc(C)[nH]c1=S	2.0	-0.3	.	-10	3	-8	-0.1	8	2
CN1CCN(CCC(=O)Nc2ccccc2Cl)CC1	1.2	0.8	0.28	19	5	-7	-0.1	19	-2
N#Cc1nc(Cc2ccccc2)oc1NCc1cccnc1	0.4	-1.1	0.097	-7	-3	-11	-1.5	13	-4
CNC(=O)c1sccc1-n1cccc1	-0.1	0.6	1.1	-21	3	-7	1.3	-9	3
COc1ccc(C(=O)Nc2cccnc2)cc1	0.8	-0.5	-0.017	-13	3	-12	-0.2	-1	1
COc1cc(/C=C2\C(=O)ON=C2c2ccccc2)cc(OC)c1OC	1.6	0.1	.	-19	-1	-10	-3.2	-29	4[fluorescence artefact?]
CCc1nn(-c2cc(Oc3ccccc3)nc(-c3ccccc3)n2)c(N)c1C#N	0.5	0.2	0.85	-10	-1	-19	0.2	33	-4
Cc1cc(C)cc(NS(=O)(=O)c2ccc(NC(=S)NC(=O)c3ccc(Br)o3)cc2)c1	-1.6	-0.8	2.8	-8	2	-5	0.0	-114	-15
CC(=O)N1CCc2cc(S(=O)(=O)Nc3ccccc3N3CCN(C)CC3)ccc21	-1.2	0.0	0.29	-8	-6	-15	1.7	12	6
Cn1c(C(=O)NCCCN2CCN(c3cccc(Cl)c3)CC2)cc2c(=O)n(C)c3ccccc3c21	0.2	4.6	0.043	-32	-5	-18	-6.5	2	-5
Cc1cc(NCc2ccccn2)n2nc(C)c(-c3ccccc3)c2n1	0.3	9.0	-1.2	-7	19	-7	1.5	-16	-2
COc1ccc(CCNC(=O)COC(=O)Cn2cnc3ccccc32)cc1OC	0.1	2.9	-0.14	-17	-4	-1	0.4	12	1
COC(=O)C1=CN(C(C)C)C=C(C(=O)OC)C1c1cc(Br)c(OC)c(OC)c1	0.4	0.2	0.51	-12	4	2	-3.2	i	-2[fluorescence artefact?]
CC1Cc2ccccc2N1C(=O)CCn1c(=O)oc2ccccc21 (stereo unspecified)	-0.5	0.3	.	-11	-2	-11	1.1	6	-3
CCCn1c(SCC(=O)Nc2ccc3c(c2)CCC3)n[nH]c1=O	0.4	0.8	-1.1	3	.	-7	4.8	-3	-5
CC1=C(C(=O)N2CCCC(CCC(=O)NCc3ccccc3F)C2)OCCO1 (stereo unspecified)	0.8	1.6	-0.34	-9	.	-11	-0.3	-7	2
O=C(N/N=C/C(Br)=C/c1ccccc1)c1cnccn1	0.8	-1.3	0.59	-7	9	-12	-14	-12	4
O=C(Cc1c(F)cccc1Cl)NCCN1CCOCC1	2.8	-0.2	1.1	-28	8	-12	0.3	6	3
Cc1c(Br)c([N+](=O)[O-])nn1CC(=O)NCc1cccs1	0.7	0.7	0.08	-13	-1	-2	7.7	12	-4
Cc1cc(C)c(C#N)c(N2CCSCC2)n1	-0.3	0.4	.	-14	4	-2	-0.4	-253	-13
CC1C/C(=N/NC(=O)c2ccc(CSc3nc4ccccc4[nH]3)cc2)CC(C)(C)C1 (stereo unspecified)	0.4	1.1	-0.37	-9	-4	-7	2.0	12	-6
CCOc1ccccc1C(=O)NC1CC2CCCC(C1)N2Cc1nnnn1Cc1ccco1 (stereo unspecified)	-1.1	-0.3	-4*	-31	9	-9	0.9	11	-3
CCCC(=O)Nc1ccccc1NC(=O)c1ccc(OC(C)=O)cc1	0.2	-0.6	0.026	-23	8	-12	-0.3	-17	0
Cc1cc(S(=O)(=O)Nc2ccc3ccccc3c2)c(C)s1	-0.2	1.3	.	13	-6	16	-7.7	5	2
COC(=O)c1cnc(Oc2ccc(NC(=O)NC(=O)c3c(F)cccc3Cl)cc2)cc1C(F)(F)F	0.6	0.6	.	-11	17	-16	-10	7	-3
COc1cc(/C=N/NC(=O)c2ccncc2)ccc1OCCN1CCCCC1	1.8	0.8	-0.72	-22	6	-11	1.3	1	18
CCC(C)(C(=O)NC1CCCC1)N(Cc1cccs1)C(C)=O (stereo unspecified)	0.5	0.0	0.038	6	-7	-8	-1.3	20	0
O=C(Cn1nc(-c2ccc(N3CCOCC3)c([N+](=O)[O-])c2)c2ccccc2c1=O)N1CCCCC1	-1.8	-0.1	-0.077	3	-9	-17	-3.1	13	5
CN(C)C(=O)Cn1c(SCC(=O)NCc2ccc3c(c2)OCO3)nc2ccccc21	0.5	-1.1	1.2	-15	0	-15	1.0	26	2
COc1ccc(C(=O)Nc2ccc(N3CCN(C(=O)C(C)C)CC3)cc2)cc1[N+](=O)[O-]	1.1	0.6	-0.074	-6	-3	-9	2.2	-1	1
S=C(Nc1ccccc1)N1CCN(C2CCCCC2)CC1	0.4	0.7	.	5	3	-7	-3.7	2	-1[fluorescence artefact?]
CCOC(=O)c1c(-c2cccs2)csc1NC(=O)C(C)(C)C	-1.4	0.4	.	-2	5	-12	0.6	24	-1
COC(=O)c1ccccc1NC(=O)c1cnc2sccn2c1=O	0.4	-0.3	1.2	-7	-4	0	-1.1	6	5
O=C(CCCC1=NS(=O)(=O)c2ccccc2N1)N1CCN(c2ccc(Cl)cc2)CC1	-0.2	.	-1.4	-7	.	.	2.2	5	3
O=C(c1ccc(Cl)cc1)N1CCCCC(Sc2nnc(-c3ccc4c(c3)OCO4)o2)C1=O (stereo unspecified)	0.6	2.1	1.5	-21	.	-86	0.3	-14	1

Compound profiles (already shown). Order of values: PERK inhibitor | zVAD death inh | KCC2 mod | EBV gp42 block | Rad51 HR inh | Mdm2 ligase inh | TNF death inh | m-calpain inh | eIF4E-4G inh
Record of `CN(C)C(=O)Cn1c(SCC(=O)NCc2ccc3c(c2)OCO3)nc2ccccc21` : 0.5 | -1.1 | 1.2 | -15 | 0 | -15 | 1.0 | 26 | 2
Record of `O=C(c1ccc(Cl)cc1)N1CCCCC(Sc2nnc(-c3ccc4c(c3)OCO4)o2)C1=O` (stereo unspecified) : 0.6 | 2.1 | 1.5 | -21 | . | -86 | 0.3 | -14 | 1
Record of `CCOC(=O)c1c(-c2cccs2)csc1NC(=O)C(C)(C)C` : -1.4 | 0.4 | . | -2 | 5 | -12 | 0.6 | 24 | -1
Record of `Cc1cc(S(=O)(=O)Nc2ccc3ccccc3c2)c(C)s1` : -0.2 | 1.3 | . | 13 | -6 | 16 | -7.7 | 5 | 2

Continuation.
SMILES	PERK inhibitor	zVAD death inh	KCC2 mod	EBV gp42 block	Rad51 HR inh	Mdm2 ligase inh	TNF death inh	m-calpain inh	eIF4E-4G inh
O=C(N/N=C/c1ccc(N2CCCCC2)o1)c1ccccc1[N+](=O)[O-]	1.4	.	0.99	-17	19	8	-1.0	-28	2
COc1ccc(CC(=O)N2CC(C)CC(C)C2)cc1 (stereo unspecified)	0.2	-0.1	0.013	-15	0	-16	2.1	29	8
COc1ccccc1-c1cn[nH]c1-c1ccc(OCc2ccccc2)cc1O	1.6	1.8	1.1	4	.	-4	0.3	36	1
CCC1(c2ccccc2)NC(=O)N(CC(=O)N2CCN(S(=O)(=O)c3ccccc3)CC2)C1=O (stereo unspecified)	-0.1	0.3	0.89	-19	-5	-4	1.6	11	-4[fluorescence artefact?]
COc1cc2nc(C3CC3)n(NC(=O)c3ccc(Cl)cc3)c(=O)c2cc1OC	0.0	1.5	-0.46	-14	3	-1	0.7	-16	-1
O=C(NCCO)C1(c2ccc(Cl)cc2)CCCC1	0.3	-0.3	-0.095	-7	-9	.	0.3	-38	-17
Cc1onc(-c2ccccc2)c1C(=O)Nc1cccc(OC(C)C)c1	0.3	0.0	.	-7	-4	-15	0.5	-3	-6
CCN1c2ccccc2NC2C1C(C(C)=O)C(=O)N2c1ccc(Cl)cc1 (stereo unspecified)	-0.2	19	.	-17	-4	-10	-10	-85	2
Cc1ccc(Nc2nc(N)nc(CSc3nc4ccccc4s3)n2)cc1	-0.6	-0.1	-2.4	-8	.	-4	-14	8	-6
CN(C)CCCNC(=S)Nc1ccc(-c2ccccc2)cc1	-0.2	0.0	.	-14	2	-9	-0.7	-10	-2
COc1ccc(N/C=C2\CCc3ccccc3C2=O)cc1	-0.6	15	-2	-31	-22	-81	-1.7	15	3
COc1ccc(CCNC(=O)CSc2nnc(NC(C)=O)s2)cc1OC	0.6	-0.8	0.37	-33	19	11	-0.6	21	3
COc1ccc(/C=C(\C#N)C(=O)OCC(=O)NC(=O)NCCC(C)C)cc1	1.0	2.1	-0.021	-8	19	6	1.7	-15	3
CCn1c(C)cc(/C=C2\NC(=O)N(CC(=O)Nc3ccc(F)cc3)C2=O)c1C	1.3	2.2	1.7	-1	1	-4	0.2	28	-5
COc1cc(/C=N/O)ccc1OCc1ccccc1Cl	1.7	1.6	-0.45	7	9	4	-2.0	-18	-3
COc1ccc(/C=N/N=C2/SCC(=O)N2Cc2ccccc2)cc1	2.3	1.2	0.61	-23	.	-8	1.8	-319	3
Cc1ccc(S(=O)(=O)NCCC(=O)Nc2nnc(C3CC3)s2)cc1C	0.1	-0.3	0.0033	-5	0	-7	18	-33	-2
CC1=C(C(=O)Nc2ccccc2)C(c2ccc(C)o2)n2c(s/c(=C/c3ccccc3)c2=O)=N1 (stereo unspecified)	-0.2	-0.8	-0.74	-4	5	-3	1.9	-84	4[fluorescence artefact?]

Bioassay records as filed in PubChem BioAssay.

The order is random. Share with any hit: about 3.6%.
